Cdc42 wt GTP – modulators of GTP binding to wildtype Cdc42, primary screen, biochemical, multiplex bead flow cytometry, Bodipy-GTP. AID 761, 2007. GST-Cdc42 beads; actives lie on both sides. 190,000 compounds, 0.2% hits. Cell division control protein 42 homolog (Homo sapiens), P60953. percent activity (GTP binding), % at 10 µM;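 active = percent activity GTP binding at least 20 points away from the 100% baseline, either down as inhibitor or up as activator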;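 note: median bead fluorescence of bound Bodipy-FL-GTP at 100 nM; 0% = excess unlabeled GTP control and 100% = no compound control; below 100% means less GTP binding so inhibitor and above means activator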
Target sequence (P60953 whole entry, looked up): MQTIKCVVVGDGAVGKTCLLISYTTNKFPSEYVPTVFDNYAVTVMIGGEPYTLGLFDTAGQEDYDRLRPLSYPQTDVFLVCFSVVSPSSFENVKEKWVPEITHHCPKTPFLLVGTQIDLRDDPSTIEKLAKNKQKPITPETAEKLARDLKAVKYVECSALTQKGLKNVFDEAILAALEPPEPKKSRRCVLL
Rac1 act GTP bind – GTP binding modulators of activated mutant Rac1, primary screen, biochemical, bead-based flow cytometry, multiplex, fluorescent GTP; Ras-related C3 botulinum toxin substrate 1 (Homo sapiens), P63000; GST-Rac1 activated beads; actives lie on both sides; 100% means binding = to untreated wells; percent activity (GTP binding), % at 10 µM; 190,000 compounds, 0.11% hits;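 active = GTP binding at least 20 percentage points away from the 100% baseline, in either direction, so actives lie on both sides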
HRas wt GTP – modulators of GTP binding to HRas wildtype, primary screen, biochemical, bead-based flow cytometry, multiplex; GTPase HRas (Homo sapiens), P01112; GST-Ras wt beads, Bodipy-FL-GTP binding; actives lie on both sides; GTP binding activity, % at 10 µM; 190,000 compounds, 0.14% hits; AID 759, 2007;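 active = GTP binding activity at least 20% away from the 100% baseline, either lowered as inhibitor or raised as activator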;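 note: 0% = unlabeled GTP competition control and 100% = no-compound control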
Target sequence (P01112 whole entry, looked up): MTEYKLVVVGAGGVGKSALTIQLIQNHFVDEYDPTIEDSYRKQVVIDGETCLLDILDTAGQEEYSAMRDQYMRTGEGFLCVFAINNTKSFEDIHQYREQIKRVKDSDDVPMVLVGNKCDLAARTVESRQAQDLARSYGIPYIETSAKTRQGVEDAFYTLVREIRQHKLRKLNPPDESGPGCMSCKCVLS
Rac1 wt modul – wildtype Rac1 GTP binding modulators, primary screen, biochemical, GST-Rac1 beads, flow cytometry, multiplex; Ras-related C3 botulinum toxin substrate 1 (Homo sapiens), P63000; fluorescent GTP binding; actives lie on both sides; 0 = cold GTP competed, 100 = untreated; GTP binding activity (% of control), % at 10 µM; 190,000 compounds, 0.27% hits; AID 757, 2007;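 active = GTP binding activity at least 20 points away from the 100% control level, either lower or higher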
Mcl1-Bid inh – Mcl-1/Bid binding inhibitors, primary screen, biochemical, TR-FRET, 1536-well | Induced myeloid leukemia cell differentiation protein Mcl-1 (Homo sapiens), Q07820 | TR-FRET Mcl-1/Bid-Dy647 peptide binding | inhibition, % at 21.7 µM | 220,000 compounds, 0.97% hits | AID 1021, 2008;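 active = compounds that cut the binding signal by more than half at the single screening dose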;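 note: His-tagged Mcl-1 with europium anti-His antibody binding Bid BH3 peptide; 0% = Mcl-1 plus peptide wells and 100% = peptide-only wells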
Target sequence (Q07820 whole entry, looked up): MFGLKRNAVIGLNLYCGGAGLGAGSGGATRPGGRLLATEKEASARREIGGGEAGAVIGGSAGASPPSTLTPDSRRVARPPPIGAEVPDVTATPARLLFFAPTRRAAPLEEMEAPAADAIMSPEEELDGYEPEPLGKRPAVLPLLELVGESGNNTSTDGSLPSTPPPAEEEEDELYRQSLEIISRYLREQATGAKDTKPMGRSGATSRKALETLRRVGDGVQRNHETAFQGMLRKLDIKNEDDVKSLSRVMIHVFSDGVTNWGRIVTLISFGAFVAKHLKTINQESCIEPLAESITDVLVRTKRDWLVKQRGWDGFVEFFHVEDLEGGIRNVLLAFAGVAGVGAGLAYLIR
Avidin bead fluor – green autofluorescence of compounds with avidin beads – biophysical, 488/530 nm, flow cytometry, artefact control, profiling panel; compound fluorescence 488/530 nm; stronger effect = higher value; fluorescence (KMESF) at 10 µM; 220,000 compounds, 0.38% hits; AID 1775, 2009; in the data active = fluorescence above about 47; note: inactives centre near 10
Rab7 wt modul – modulators of GTP binding to Rab7, primary screen, biochemical, wildtype, multiplex bead flow cytometry | AID 758, 2007 | GST-Rab7 beads, fluorescent GTP binding; actives lie on both sides; untreated = 100%, excess cold GTP = 0% | Rab7 GTPase wild type (dog), Bodipy-FL-GTP binding | 190,000 compounds, 0.055% hits | GTP binding activity (percent of control), % at 10 µM;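 active = fluorescent GTP binding to Rab7 beads changed by at least 20 points from the 100% baseline, either direction, mostly lower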;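 note: median green fluorescence of bound Bodipy-FL-GTP per Rab7 bead population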
Rab2 wt GTP – modulators of GTP binding to Rab2A wildtype, primary screen, biochemical, dog, bead-based flow cytometry, multiplex; Ras-related protein Rab-2A (Canis lupus familiaris), P61105; GST-Rab2 wt beads, Bodipy-GTP binding; GTP binding activity, % at 10 µM; 190,000 compounds, 0.19% hits;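 active = GTP binding activity at least 20 points away from 100%, either lowered or raised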;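 note: 0% = beads with excess unlabeled GTP and 100% = no-compound control corrected for plate trend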
Mcl-1 Bim block – inhibitors of Bim peptide binding to Mcl-1, primary screen, biochemical, bead-based flow cytometry, multiplex | Induced myeloid leukemia cell differentiation protein Mcl-1 (Homo sapiens), Q07820 | Bim peptide-Mcl-1 binding | inhibition, % at 10 µM | 190,000 compounds, 0.1% hits | AID 1009, 2008; in the data active = inhibition above about 40%;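 note: 0% = no compound tracer wells and 100% = peptide blocker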
Mcl1 Noxa PPI – Mcl-1/Noxa binding inhibitors, primary screen, biochemical, TR-FRET, 1536-well | TR-FRET Mcl-1/Noxa peptide binding, 2 h | inhibition, % at 21.7 µM | 220,000 compounds, 1.5% hits | AID 1022, 2008;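 active = compounds that cut the protein-peptide binding signal by more than 50% relative to plate controls in a single-dose test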;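 note: His-tagged Mcl-1 with rhodamine Noxa BH3 peptide and terbium anti-His antibody; 0% = Mcl-1 plus Noxa peptide wells and 100% = peptide-only wells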
Pf gametocyte – late stage P. falciparum gametocyte viability inhibitors, primary screen, ATP luminescence, HTS. inhibition, % at 10.9 µM. 150,000 compounds, 0.065% hits. AID 743093, 2013. P. falciparum stage V gametocytes, 24 h;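 active = inhibition above the mean plus 3 SD of compounds within the control limits, set per campaign, cut at about 38% in these data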;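 note: 0% = DMSO wells and 100% = medium only without gametocytes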
The depositor's hits bear a star; . = no result given.

SMILES	Cdc42 wt GTP	Rac1 act GTP bind	HRas wt GTP	Rac1 wt modul	Mcl1-Bid inh	Avidin bead fluor	Rab7 wt modul	Rab2 wt GTP	Mcl-1 Bim block	Mcl1 Noxa PPI	Pf gametocyte
CCOC(=O)/C(=N/Nc1ccc(C)cc1)S(=O)(=O)c1ccc(Cl)cc1	105	100	104	101	-10	15	101	103	-1	9	.
CCN1CCN(Cc2cc(=O)oc3cc4c(cc23)CCC4)CC1	101	101	102	105	-2	7	100	102	0	12	6
Cc1nn(C)c(C)c1S(=O)(=O)N1CCC(C(=O)NC2CCCCCC2)CC1	105	100	107	106	-12	6	105	103	-1	5	.
Cc1ccc(S(=O)(=O)N2CCCCC2)cc1NC(=O)CSc1ncnc2ccccc12	99	100	102	104	-33	2	103	98	-2	8	.
COCCN(CCOC)c1ncc(Cl)c(C(=O)c2c(C)cc3ccccn23)n1	100	99	100	101	-24	9	102	102	0	4	.
CCN1CCN(c2cc(C)c3cc(NC(=O)c4cncc(Br)c4)ccc3n2)CC1	102	100	102	104	-10	17	97	102	-1	24	.
c1ccc2c(N3CCCCC3)ncnc2c1	95	93	96	92	22	9	97	93	-2	7	.
Cc1nnc(SCC(=O)Nc2nccs2)n(N)c1=O	92	96	96	96	1	5	100	98	-4	-11	21
CCOc1cccc(-c2nnc3sc(COc4ccc(OC)cc4)nn23)c1	97	94	97	96	-12	6	97	96	-5	8	19
COCCNC(=O)CN(CC1CCCO1)C(=O)CCC(=O)Nc1ccccn1 (centres undefined)	108	101	101	107	-5	15	98	100	-1	-9	-17
COc1ccc(CNC(=O)CSc2nnnn2-c2ccccc2)cc1	100	97	100	99	-14	17	100	99	-1	-12	.
O=C(O)c1ccccc1NS(=O)(=O)c1cccc(C(F)(F)F)c1	98	97	97	101	9	8	99	98	-1	12	-2
CCOC(=O)c1c(C#N)c(SCC(=O)Nc2ccc(OC)cc2)nc2c1CN(CC)CC2	103	103	104	104	-17	16	106	105	0	-2	.
COc1ccc(CCNC(=O)c2nnn(-c3ccc4c(c3)OCCO4)c2N)cc1OC	93	96	94	91	-16	14	95	95	0	9	-9
CCOc1ccc(NC(=O)NCC2CCN(c3ccc(OC)cc3)C2)cc1 (centres undefined)	101	97	101	104	-10	12	101	100	-4	-7	.
Cc1cc(C)cc(N2C(=O)CC(Sc3ncn[nH]3)C2=O)c1 (centres undefined)	95	93	95	93	-71	6	98	96	0	28	-2
O=C1C(Nc2ccccc2)=C(NS(=O)(=O)c2ccccc2)C(=O)c2ccccc21	97	98	99	99	-6	12	102	98	0	31	4
CCCCNC(=S)Nc1ccc(SC(F)F)cc1	94	95	100	96	-37	24	104	97	-4	6	-17
CC(C)CNC(=O)CCCc1c[nH]c2ccccc12	106	101	103	106	-39	37	102	103	-1	16	.
Cc1ccc(SCc2cc(=O)[nH]c(Nc3nc(C)c4ccc(C)cc4n3)n2)cc1	96	95	95	92	-8	10	98	93	-3	-2	6
COc1ccc(N(C(C)C(=O)Nc2cccnc2)S(C)(=O)=O)cc1 (centres undefined)	99	96	97	101	-6	10	103	97	-3	2	.
COc1ccc(CCNc2nc(-c3ccc(NC(C)=O)cc3)cs2)cc1OC	98	94	96	102	11	11	94	98	-1	32	8
CCOC(=O)Cc1[nH]nc2c1C(c1ccsc1)C(C#N)=C(N)O2 (centres undefined)	97	96	100	102	-59	12	104	100	-1	16	1
CC(C)C(NC(=O)Cc1ccccc1[N+](=O)[O-])C(C)C	102	99	97	103	-4	18	98	98	-1	-1	18
COC(=O)Sc1nnc(-c2ccc(Br)cc2)o1	89	90	92	92	28	17	99	92	0	49	.

Among those listed so far, these have a cyano group:
SMILES	Cdc42 wt GTP	Rac1 act GTP bind	HRas wt GTP	Rac1 wt modul	Mcl1-Bid inh	Avidin bead fluor	Rab7 wt modul	Rab2 wt GTP	Mcl-1 Bim block	Mcl1 Noxa PPI	Pf gametocyte
CCOC(=O)c1c(C#N)c(SCC(=O)Nc2ccc(OC)cc2)nc2c1CN(CC)CC2	103	103	104	104	-17	16	106	105	0	-2	.
CCOC(=O)Cc1[nH]nc2c1C(c1ccsc1)C(C#N)=C(N)O2 (centres undefined)	97	96	100	102	-59	12	104	100	-1	16	1

Three entries from above, sorted by the value under Cdc42 wt GTP, high to low.
canonical_smiles	Cdc42 wt GTP	HRas wt GTP	Mcl1-Bid inh	Avidin bead fluor	Rab7 wt modul	Rab2 wt GTP	Mcl-1 Bim block	Mcl1 Noxa PPI
COc1ccc(CNC(=O)CSc2nnnn2-c2ccccc2)cc1	100	100	-14	17	100	99	-1	-12
CCOC(=O)Cc1[nH]nc2c1C(c1ccsc1)C(C#N)=C(N)O2 (centres undefined)	97	100	-59	12	104	100	-1	16
COc1ccc(CCNC(=O)c2nnn(-c3ccc4c(c3)OCCO4)c2N)cc1OC	93	94	-16	14	95	95	0	9

Next part
SMILES	Cdc42 wt GTP	Rac1 act GTP bind	HRas wt GTP	Rac1 wt modul	Mcl1-Bid inh	Avidin bead fluor	Rab7 wt modul	Rab2 wt GTP	Mcl-1 Bim block	Mcl1 Noxa PPI	Pf gametocyte
CN(C)C(CNC(=O)CCCOc1ccccc1)c1ccco1 (centres undefined)	102	99	96	100	-31	6	98	99	3	17	18
C/C(N)=C(/C#N)C(=O)COC(=O)c1ccccc1Cc1ccccc1	98	94	101	99	-5	25	108	98	-1	-9	12
Cc1ccc(S(=O)(=O)N2CCCCC2)cc1NC(=O)CSc1ccc2c(c1)OCCO2	99	98	98	99	-50	10	96	98	0	19	20
CCOC(=O)N1CCN(C(=S)NC(=O)c2ccc(F)c(F)c2)CC1	97	95	98	99	-50	11	100	100	0	-6	-15
O=C(COc1ccc2c(c1)OCO2)Nc1ccccc1F	101	100	98	99	-8	11	95	98	-4	-3	.
CCN(CC)S(=O)(=O)c1ccc(C)c(NC(=O)CSc2ncc(C(F)(F)F)cc2Cl)c1	97	100	97	103	-34	12	100	98	-5	-8	.
Cc1nc(N2CCCCC2C)c2c(C)c(C(=O)Nc3cccc(C(F)(F)F)c3)sc2n1 (centres undefined)	101	100	100	104	0	13	106	100	-1	-3	11
CCOC(=O)c1nnn(-c2nonc2N)c1CSc1ccccn1	101	96	100	100	5	18	100	100	0	10	.
CCOc1ccccc1NC(=O)/C=C/c1ccccc1[N+](=O)[O-]	97	96	95	99	-28	8	97	95	0	24	.
CCn1c2ccccc2c2cc(CN3CCN(S(C)(=O)=O)CC3)ccc21	98	98	96	96	0	15	99	97	-10	9	-2
CCOCCN1CCN(c2c3c(nc4cc(-c5ccc(F)cc5)nn24)CCC3)CC1	109	103	105	113	-20	16	103	106	-1	39	.
CC(C)c1ccc(O)c(NC(=O)c2ncn[nH]2)c1	108	103	106	104	-58	7	106	105	-1	20	4
CC(C)CNC(=S)Nc1ccc(Oc2ccccc2)cc1	100	102	102	105	-50	23	104	100	-4	13	-7
CN(C(=O)COC(=O)c1cc([N+](=O)[O-])ccc1N1CCCC1)C1CCS(=O)(=O)C1 (centres undefined)	97	98	102	101	-10	9	106	99	0	-7	15
COCc1c(N)c(C)nc(Cl)c1C#N	97	95	96	97	-63	10	98	98	0	-16	.
NC(=O)c1ccccc1NS(=O)(=O)c1ccccc1	102	98	102	102	-16	5	101	100	-3	10	-147
CCCCN(CCCC)C(=O)c1cc2ccccc2c(=O)o1	101	101	100	106	-16	2	99	100	-4	0	5
COC(=O)CNC(=O)c1ccccc1C	103	100	101	105	12	24	103	100	-4	-3	.
CCNC(=S)Nc1ccc(Cl)c(C(F)(F)F)c1	99	97	98	103	-75	16	101	99	-2	20	-23
Cn1nc(C(F)(F)F)c(/C=N/OC(=O)c2ccccc2)c1SCc1ccccc1Cl	93	90	96	93	8	39	95	92	-2	17	-8
O=C(Nc1ccc2c(c1)OCO2)C(c1ccc(Cl)cc1)N1CCC2(CC1)OCCO2 (centres undefined)	101	95	101	97	-21	16	101	99	-1	3	.
C/C(CC(=O)NCc1ccc(Cl)cc1)=N\NC(=O)Cc1ccccc1	101	100	102	102	-5	3	99	102	-2	-5	.
CC(CC(=O)Nc1nc2ccccc2[nH]1)n1ccnc1 (centres undefined)	96	94	96	98	2	11	94	101	0	-1	-31
O=C(CCN1c2ccccc2Sc2ccccc21)OCC(=O)N1CCN(C(=O)c2ccco2)CC1	103	98	104	109	2	9	104	102	-2	39	.
Cc1ccc(C2C=C(c3ccc4c(c3)OCO4)Nc3ncnn32)cc1 (centres undefined)	100	98	101	101	-40	10	107	100	-1	7	.
O=C(COc1ccc(Br)cc1F)NC1CCN(Cc2ccccc2)CC1	101	100	100	106	-7	8	97	100	0	-4	.
O=C1NC2(CCCCC2)Cc2ccccc21	95	97	97	95	-1	10	99	98	-2	3	.
Cc1ccc(N2C(=O)[C@@H]3C(c4ccc(F)cc4)=NO[C@@H]3C2=O)cc1	101	98	102	106	-8	32	99	99	-6	-4	7

Exported bar-delimited: part of the list above
canonical_smiles | Cdc42 wt GTP | Rac1 act GTP bind | HRas wt GTP | Rac1 wt modul | Mcl1-Bid inh | Avidin bead fluor | Rab7 wt modul | Rab2 wt GTP | Mcl-1 Bim block | Mcl1 Noxa PPI | Pf gametocyte
CCOC(=O)N1CCN(C(=S)NC(=O)c2ccc(F)c(F)c2)CC1 | 97 | 95 | 98 | 99 | -50 | 11 | 100 | 100 | 0 | -6 | -15
O=C(COc1ccc2c(c1)OCO2)Nc1ccccc1F | 101 | 100 | 98 | 99 | -8 | 11 | 95 | 98 | -4 | -3 | .
CCN(CC)S(=O)(=O)c1ccc(C)c(NC(=O)CSc2ncc(C(F)(F)F)cc2Cl)c1 | 97 | 100 | 97 | 103 | -34 | 12 | 100 | 98 | -5 | -8 | .
Cc1nc(N2CCCCC2C)c2c(C)c(C(=O)Nc3cccc(C(F)(F)F)c3)sc2n1 (centres undefined) | 101 | 100 | 100 | 104 | 0 | 13 | 106 | 100 | -1 | -3 | 11

Screens from PubChem.
